PPARg SRC2 recr – agonists of SRC-2 recruitment by human PPARgamma; 200,000 tested, 0.34% active; PPARgamma LBD-SRC-2 recruitment, biochemical; AID 1032; activation, % at 8 µM; P37231; in the data active = activation above about 22%;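 note: 0% = vehicle and 100% = reference agonist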
Target sequence (P37231 whole entry, looked up, the tested form may be a part): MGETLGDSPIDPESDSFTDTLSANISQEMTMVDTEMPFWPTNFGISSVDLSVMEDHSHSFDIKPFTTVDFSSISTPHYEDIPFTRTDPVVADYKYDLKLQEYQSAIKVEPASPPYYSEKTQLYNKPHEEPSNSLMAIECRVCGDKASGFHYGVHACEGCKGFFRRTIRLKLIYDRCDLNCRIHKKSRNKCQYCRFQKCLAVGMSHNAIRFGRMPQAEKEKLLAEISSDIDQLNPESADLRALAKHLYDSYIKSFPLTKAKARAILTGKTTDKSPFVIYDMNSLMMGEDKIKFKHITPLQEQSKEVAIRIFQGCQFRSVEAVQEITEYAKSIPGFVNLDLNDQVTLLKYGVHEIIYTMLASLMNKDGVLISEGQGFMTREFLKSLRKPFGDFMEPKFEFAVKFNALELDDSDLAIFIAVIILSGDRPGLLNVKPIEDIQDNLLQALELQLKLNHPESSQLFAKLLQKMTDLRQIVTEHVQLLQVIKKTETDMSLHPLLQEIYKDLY
TNAP inh no acc – inhibitors of human TNAP without phosphate acceptor. inhibition, % at 20 µM. AID 1012. 200,000 tested, 0.26% active. purified TNAP, CDP-star luminescence, 30 min;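 active = tissue-nonspecific alkaline phosphatase inhibition above about 50% at 20 µM in the single-dose screen, limit read from the data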;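 note: 0% = DMSO negative control and 100% = EDTA positive control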
Target sequence (P05186 whole entry, looked up): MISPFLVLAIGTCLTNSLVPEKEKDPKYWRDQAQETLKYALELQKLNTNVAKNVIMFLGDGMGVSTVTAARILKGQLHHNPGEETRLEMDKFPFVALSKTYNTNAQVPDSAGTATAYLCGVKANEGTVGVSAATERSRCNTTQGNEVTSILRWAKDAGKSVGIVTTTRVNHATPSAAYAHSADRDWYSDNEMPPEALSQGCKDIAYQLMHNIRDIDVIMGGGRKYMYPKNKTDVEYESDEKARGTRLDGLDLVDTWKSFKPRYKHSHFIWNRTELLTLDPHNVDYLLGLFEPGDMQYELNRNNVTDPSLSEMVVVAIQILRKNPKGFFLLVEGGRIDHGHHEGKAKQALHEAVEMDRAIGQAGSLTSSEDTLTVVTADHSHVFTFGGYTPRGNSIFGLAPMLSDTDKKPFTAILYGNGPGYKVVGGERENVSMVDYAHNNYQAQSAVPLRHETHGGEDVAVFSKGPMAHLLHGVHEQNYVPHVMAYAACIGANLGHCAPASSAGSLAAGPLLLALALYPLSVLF
TNAP act hiacc – activators of human TNAP at high phosphate acceptor concentration; purified TNAP, CDP-star luminescence, 1 M DEA, 30 min; hits give high values; 0 = EDTA background, 1 = DMSO-only activity; activation factor at 20 µM; 200,000 tested, under 10 active; AID 1136;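 active = activation factor at least 2 at 20 µM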
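Test system – human TNAP · Doses – 20 µM single point · Incubation – 30 min, room temperature · Signal – luminescent substrate turnover signal · Read-out basis – activation factor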
TR-FRET SRC-2 ct – counter-screen for PPARgamma SRC-2 recruitment agonists: TR-FRET artefact. hits give high values. TR-FRET ratio at 8 µM. 200,000 tested, 0.4% active; in the data active = TR-FRET ratio above about 2000; note: inactives centre near 1500; reference of the scale not given here
TNAP inh hiacc – inhibitors of human TNAP at high phosphate acceptor concentration; purified TNAP, CDP-star luminescence, 1 M DEA; inhibition, % at 20 µM; 200,000 tested, 0.03% active;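 active = over 50% inhibition of tissue-nonspecific alkaline phosphatase at 20 µM in the single-dose screen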;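 note: plate controls were DMSO wells for no effect and EDTA-quenched wells as full inhibition for full effect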
bIAP activator – increases bovine intestinal alkaline phosphatase activity; purified bovine IAP, CDP-star luminescence, 30 min; hits give high values; fold of DMSO-control signal, blank-subtracted; 200,000 tested, 0.17% active; AID 1016; activation factor at 20 µM;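 active = activation factor of 2 or more at 20 µM, a signal rise over negative controls twice the positive control's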
PPARg SRC-1 ag – promotes SRC-1 coactivator recruitment by human PPARgamma; P37231; PPARgamma-SRC-1 coactivator recruitment biochemical assay; activation, % at 8 µM; 200,000 tested, 0.41% active; AID 631; in the data active = activation above about 19%;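 note: 0% = DMSO and 100% = reference agonist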
Efa HMGR inh – blocks class II HMG-CoA reductase of Enterococcus faecalis; purified E. faecalis HMGR, NADPH absorbance 340 nm kinetic; inhibition, % at 10 µM; 190,000 tested, 0.41% active;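 active = inhibition above a set limit, the median over all tested compounds plus 3 SD, cut at about 9.5% in these data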;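 note: enzyme runs in reverse so mevalonate oxidation gives rising NADPH absorbance; 0% = complete reaction with DMSO and 100% = background rate lacking mevalonate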
bIAP inhibitor – intestinal alkaline phosphatase (bovine) inhibition | purified bovine IAP, CDP-star luminescence, 30 min | inhibition, % at 20 µM | 190,000 tested, under 10 active | AID 1019;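 active = over 50% inhibition of intestinal alkaline phosphatase at 20 µM in the single-dose screen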
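System: purified bovine intestinal alkaline phosphatase (IAP) enzyme; Input: IAP diluted 1/65,000,000 in the well; Measured by: CDP-star luminescence signal; Compound dosing: 20 µM single dose; Incubation: 30 min reaction at room temperature.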
PPARg SRC-3 ag – promotes SRC-3 coactivator recruitment by human PPARgamma; biochemical PPARgamma/SRC-3 coactivator recruitment assay; AID 731; activation, % at 8 µM; 200,000 tested, 0.26% active; P37231; in the data active = activation above about 23%;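 note: 0% = DMSO and 100% = reference agonist; some compounds past the cut are filed as inactive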
* marks the source's active call; other numbers are inactive results; / = no result given. An unsorted share of the library; 1.6% or so of the library scored in one or more.

The line under a structure holds: bIAP activator | PPARg SRC-3 ag | PPARg SRC-1 ag | TNAP act hiacc | bIAP inhibitor | Efa HMGR inh | TNAP inh hiacc | PPARg SRC2 recr | TNAP inh no acc | TR-FRET SRC-2 ct
[1] CCn1nnc2sc3c(c2c1=O)CCC(C)C3 (stereo not drawn)
  0.9 | 0 | 0 | 1.1 | 8 | 1 | -9 | -4 | 0 | 1454
[2] O=C(COc1ccccc1[N+](=O)[O-])Nc1cc(Cl)ccc1C(=O)O
  0.9 | 0 | -6 | 1 | 5 | 1 | 0 | -3 | -2 | 1631
[3] Cn1c(=O)c2c(nc(NCCCN3CCOCC3)n2Cc2cccc(Cl)c2)n(C)c1=O
  1 | -2 | -7 | 1 | 5 | / | -2 | 2 | -4 | 1531
[4] Cc1cccc(C)c1NC(=O)Cn1nnnc1N
  1.1 | 1 | 3 | 1 | -11 | 13* | 2 | 7 | -4 | 1556
[5] O=C(c1ccc(Cn2cc(Br)cn2)cc1)N1CCN(c2ccccc2)CC1
  1 | 8 | -2 | 1 | 1 | -1 | -4 | 9 | -10 | 1514
[6] COc1ccc(Br)cc1CN(C)CC(=O)Nc1c(Cl)cccc1Cl
  0.9 | 0 | 5 | 1.1 | 6 | 4 | -5 | 3 | -13 | 1663
[7] CCOc1ccc(C(=O)NC2CCN(C(=S)NCc3ccco3)CC2)cc1
  1 | -6 | 4 | 1 | 2 | 0 | 3 | -2 | -2 | 1292
[8] COc1ccc(S(=O)(=O)NC2(C(F)(F)F)N=C3SCCN3C2=O)cc1 (stereo not drawn)
  1.1 | 6 | -2 | 1 | -9 | -5 | -4 | -3 | -7 | 1468
[9] O=C(O)COc1cccc2ccccc12
  1 | 2 | -2 | 1.1 | -1 | 0 | -5 | 14 | 0 | 1519
[10] Cc1cc2ncc(-c3ccc(Cl)cc3)c(N)n2n1
  1.4 | 13 | -1 | 1 | -38 | 0 | -3 | 3 | -40 | 1353
[11] Cc1cc(Cl)ccc1NC(=S)NCc1ccccc1Cl
  0.9 | 0 | -3 | 1 | 8 | 0 | 1 | -1 | -14 | 1420
[12] C/C(CC(=O)NCc1ccco1)=N\NC(=O)Cc1ccc(Cl)cc1
  1.1 | -3 | -1 | 1 | -11 | -7 | -1 | 9 | -10 | 1395
[13] CC(C)COP(=O)(c1ccc(N(C)C)cc1)C(Nc1ccccc1)c1ccccc1 (stereo not drawn)
  0.9 | -1 | -3 | 1.1 | 5 | 1 | -5 | 0 | -10 | 1503
[14] O=[N+]([O-])c1ccc(N/N=C\c2ccccc2OCc2ccccc2)cc1
  1.2 | 0 | -8 | 0.8 | -18 | 0 | 23 | 1 | 24 | 1442
[15] COc1oc(-c2ccc(Cl)cc2)nc1C(F)(F)F
  1 | 7 | -1 | 1 | -4 | 21* | -3 | 1 | -11 | 1481
[16] Cc1ccc(Nc2nc(CSc3nnnn3-c3ccccc3)cs2)cc1
  0.5 | 0 | -3 | 1 | / | 0 | -4 | 7 | -6 | 1558
[17] CCc1ccc(OCc2n[nH]c(=S)n2Cc2ccccc2)cc1
  0.9 | 5 | 3 | 1 | 7 | 2 | 1 | 1 | 25 | 1423
[18] Cn1c(NC(=O)c2ccccc2Br)cc(=O)n(C)c1=O
  0.9 | 1 | 1 | 1 | 10 | -6 | -4 | 2 | -11 | 1527
[19] CC1=NN(C(=O)COc2ccc(C)c(C)c2)C(O)(c2ccccc2)C1 (stereo not drawn)
  1.1 | -1 | 3 | 1 | -7 | 1 | 3 | -4 | 2 | 1528
[20] CCOC(=O)c1c(C)c[nH]c1C
  1.2 | -5 | -1 | 1 | -16 | 1 | -4 | 3 | -86 | 1373
[21] Cc1ccc(CNS(=O)(=O)NCc2ccccc2F)cc1
  1 | 3 | 3 | 1 | -3 | -4 | -4 | 12 | -15 | 1539
[22] Cc1ccc(C)c(-n2c(-c3csc(C)c3)n[nH]c2=S)c1
  0.9 | -8 | 4 | 1 | 7 | -2 | -5 | 8 | -1 | 1519
[23] O=C(C1CCCO1)N1CCN(C(=S)Nc2ccccc2C(F)(F)F)CC1 (stereo not drawn)
  0.9 | 1 | 0 | 1 | 8 | -3 | -4 | 3 | -8 | 1438
[24] N/N=c1\sc2ccccc2n1-c1ccccc1
  1 | 3 | -1 | 1 | 3 | -4 | -3 | -7 | -9 | 1445
[25] CC1(C)Cc2c(cnn2-c2ccccc2)C(=O)/C1=N\NC(=O)c1ccccc1N
  0.9 | -3 | -2 | 1 | 8 | -2 | -3 | 4 | -16 | 1474
[26] Cc1nnc(NC(=O)CSc2nccn2-c2ccc(F)cc2)s1
  0.9 | 2 | 5 | 1 | 10 | -6 | 2 | -3 | -10 | 1578
[27] COC(c1ccccc1)c1nnc(CCC(=O)N2CCN(Cc3cccs3)CC2)o1 (stereo not drawn)
  1.1 | 5 | 6 | 1 | -9 | -5 | -5 | 5 | -6 | 1854
[28] O=S(=O)(Cc1ccccc1)Nn1cnnc1
  1 | 2 | 10 | 1 | 2 | -6 | 1 | -2 | -4 | 1513
[29] CC1CC1c1ccc(/C=C(\C#N)C(=O)Nc2ccc(Cl)cc2Cl)o1 (stereo not drawn)
  1 | 3 | 5 | 1 | -4 | -1 | 4 | 2 | -7 | 1525
[30] CCOC(=O)c1cccc(NC(=O)C2(S(=O)(=O)c3ccc(C)cc3)CC2)c1
  1.2 | 1 | 0 | 1 | -22 | -1 | -5 | 10 | -21 | 1532

3 compounds from above, sorted by number of heavy atoms, highest first.
The line under a structure holds: bIAP activator | PPARg SRC-3 ag | PPARg SRC-1 ag | TNAP act hiacc | bIAP inhibitor | Efa HMGR inh | TNAP inh hiacc | PPARg SRC2 recr | TNAP inh no acc | TR-FRET SRC-2 ct
[3] Cn1c(=O)c2c(nc(NCCCN3CCOCC3)n2Cc2cccc(Cl)c2)n(C)c1=O
  1 | -2 | -7 | 1 | 5 | / | -2 | 2 | -4 | 1531
[18] Cn1c(NC(=O)c2ccccc2Br)cc(=O)n(C)c1=O
  0.9 | 1 | 1 | 1 | 10 | -6 | -4 | 2 | -11 | 1527
[1] CCn1nnc2sc3c(c2c1=O)CCC(C)C3 (stereo not drawn)
  0.9 | 0 | 0 | 1.1 | 8 | 1 | -9 | -4 | 0 | 1454

(listing goes on)
The line under a structure holds: bIAP activator | PPARg SRC-3 ag | PPARg SRC-1 ag | TNAP act hiacc | bIAP inhibitor | Efa HMGR inh | TNAP inh hiacc | PPARg SRC2 recr | TNAP inh no acc | TR-FRET SRC-2 ct
[31] NC(=O)c1c(N)sc2c1CCCC2
  1.1 | 3 | 3 | 1 | -13 | 0 | -1 | 0 | -10 | 1438
[32] Cc1ccc(-n2cccc2/C=C2/NC(=O)N(CC(=O)Nc3cccc(C)c3)C2=O)cc1
  0.9 | -6 | 0 | 1 | 9 | -1 | 0 | 2 | -12 | 1417
[33] Cc1cccc(N(C(=O)c2ccc(CN3CCOCC3)o2)C(C(=O)NC2CCCCC2)c2ccc(F)cc2)c1 (stereo not drawn)
  0.9 | 9 | -4 | 1.1 | 7 | -4 | -6 | 3 | -3 | 1570
[34] O=[N+]([O-])c1ccc(OCCN2CCCCCC2)cc1
  0.7 | -3 | 10 | 0.9 | 29 | -7 | 5 | 0 | -5 | 1515
[35] CCOc1ccc(Nc2nc(C)cc(C)c2C#N)cc1
  0.9 | -6 | -6 | 1 | 7 | -7 | 3 | 4 | -6 | 1508
[36] COc1ccc(N(CC(=O)Nc2ccc3c(c2)OCO3)S(=O)(=O)c2ccccc2)c(OC)c1
  1.1 | 8 | 4 | 1.1 | -8 | 1 | -8 | 1 | -18 | 1531
[37] C=CCn1c(SCn2nnc3ccccc3c2=O)nc2scc(-c3cccs3)c2c1=O
  1 | 7 | 2 | 1 | 3 | -4 | -5 | 0 | -8 | 1537
[38] COC(=O)C1=CNC=C(C(=O)OC)C1c1ccccc1Cl
  1 | 6 | 12 | 1.1 | 4 | -1 | -5 | 1 | -10 | 1561
[39] COc1ccccc1/C=C/C(=O)OCC(=O)Nc1cc(C(F)(F)F)ccc1N1CCOCC1
  0.9 | 1 | 0 | 1 | 11 | -3 | -1 | 6 | -11 | 1499
[40] CC1(C)CCC(C)(C)NC(=S)N1
  0.5 | -5 | -4 | 1.1 | / | -2 | -5 | -3 | -6 | 1355
[41] COc1ccc(CCn2c(-c3ccco3)nc3nc4ccccc4nc32)cc1
  1 | 8 | 5 | 1 | 0 | 0 | -2 | 6 | -7 | 1661
[42] Cc1c(NC(=O)CSc2nnnn2-c2ccc(F)cc2)c(=O)n(-c2ccccc2)n1C
  1.1 | -4 | -6 | 1 | -13 | -4 | -4 | -5 | -8 | 1607
[43] Cc1ccc(S(=O)(=O)Nc2ccc(NC(=O)c3ccc(F)cc3)cc2)cc1
  0.8 | 2 | 4 | 1 | 15 | -11 | 2 | 2 | -7 | 1691
[44] Cc1nnc(SCc2ccccc2)n1CC1CCCO1 (stereo not drawn)
  0.9 | -13 | 1 | 1 | 6 | -4 | -2 | -7 | -6 | 1513
[45] CS(=O)(=O)Nc1nnc(C2CCCC2)s1
  0.9 | 6 | -6 | 1.1 | 6 | -3 | -6 | 8 | -7 | 1556
[46] CC(C)N(Cc1nc(-c2ccc(Cl)cc2)no1)C(=O)/C=C/c1ccccc1
  1.3 | 1 | 8 | 1 | -34 | 3 | 1 | 9 | -11 | 1545
[47] COC(=O)c1ccccc1NC(=O)COC(=O)CSc1nnc(N)s1
  1 | -1 | 4 | 1 | 4 | 0 | -1 | 2 | -11 | 1473
[48] Cn1c(C(=O)OC(C(=O)NC2CCCCC2)c2ccncc2)cc2sccc21 (stereo not drawn)
  1 | -1 | 2 | 1.1 | 3 | 2 | -10 | 4 | -6 | 1613
[49] O=C(NCc1ccccc1)c1ccc2c(c1)C(=O)N(CC1CCCO1)C2=O (stereo not drawn)
  0.9 | -4 | 4 | 1 | 8 | -7 | -3 | 0 | -11 | 1483
[50] CN(C)c1ccc(/C=c2\sc3n(c2=O)CCCN=3)cc1
  0.7 | 0 | 4 | 0.9 | 27 | -3 | 10 | 18 | 4 | 1562
[51] Cc1cc(C(=O)CCC(=O)N2CCN(c3ccccc3F)CC2)c(C)s1
  1.4 | 0 | -10 | 1 | -36 | 0 | -3 | -2 | -10 | 1209
[52] Nc1nc(-c2cc(Cl)cc(Cl)c2OC(F)F)cs1
  0.9 | 3 | 4 | 1.1 | 14 | -7 | -7 | 4 | -7 | 1768
[53] COc1ccc(S(=O)(=O)Cc2ccc(C(=O)NCc3ccc(F)cc3)o2)cc1
  1 | -4 | -6 | 1.1 | 3 | 0 | -10 | -2 | -1 | 1522
[54] CCOC(=O)c1sc(NS(=O)(=O)c2ccc(C)cc2)nc1C
  1 | 0 | 12 | 1 | 5 | -6 | 3 | 4 | 0 | 1625
[55] Cc1nn(-c2ccccc2)c(C)c1/C=N/NC(=O)CSc1nnc(SCc2ccc(Cl)cc2)s1
  1 | 2 | 5 | 1 | 0 | -2 | -2 | 7 | -10 | 1571
[56] COc1ccc(-c2noc(CN(C)S(=O)(=O)c3ccc(Cl)cc3)n2)cc1OC
  0.9 | 7 | -3 | 1.1 | 10 | 0 | -6 | 1 | -10 | 1589
[57] COCCNC(=O)C(C)N1c2cccc3cccc(c23)S1(=O)=O (stereo not drawn)
  0.9 | 7 | -2 | 1 | 15 | -3 | -1 | 10 | -11 | 1328
[58] CC(C)(C)C1=Nn2c(nnc2-c2ccccn2)SC1
  1 | 2 | -1 | 1.1 | 2 | -6 | -6 | 0 | -16 | 1517
